Ba/F3 V617F tox: reduce viability of Ba/F3 cells dependent on JAK2V617F; actives 1.1% (n = 220,000); inhibition, % at 5.6 µM; AID 1446; Ba/F3 EpoR-JAK2V617F viability, ATP luminescence;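 active means inhibition above the campaign mean plus 3 SD over all tested compounds, cut at about 24% in these data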;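 further: cytokine-independent growth of Ba/F3 cells driven by EpoR plus mutant JAK2; 0% = DMSO-treated cells and 100% = JAK inhibitor I control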
MDM2 E3 inh: inhibitors of human Mdm2 E3 ubiquitin ligase; Q00987; cell-based MDM2 ubiquitination luciferase reporter, 2 h; 0 = plate control, 100 = twice control, blank-subtracted; AID 1230; actives 0.11% (n = 210,000); signal enhancement, % at 5 µM;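 active means signal enhancement of 30% or more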;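 further: luminescence tracks abundance of the self-degrading MDM2-luciferase fusion protein; higher signal means inhibition of MDM2 E3 ligase activity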
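Test system: mammalian cells stably expressing self-ubiquitinating, self-degrading MDM2 E3–luciferase fusion; Amount: 2000 cells in each well; Medium: DMEM; Schedule: 4 h settle plus 2 h compound, 37 °C; Technique: SteadyLite luciferase luminescence after 15 min room-temperature reagent incubation; Benchmarks: plate control and blank wells.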
S1P4 antagonist: human S1P4 receptor antagonism. O95977. S1P4-expressing cells, antagonist mode, reporter read-out. inhibition, % at 4.98 µM. actives 0.26% (n = 220,000). AID 1510; in the data active means inhibition above about 29%;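 further: 0% = wells stimulated with agonist and 100% = vehicle wells without agonist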
BaF3 parental: reduces parental Ba/F3 cell viability, JAK2V617F counter-screen. inhibition, % at 5.6 µM. actives 1.1% (n = 220,000). AID 1486. CellTiter-Glo ATP luminescence;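 active means inhibition above a per-campaign cutoff, the mean inhibition of all tested compounds plus 3 SD, cut at about 27% in these data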;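 further: 0% = DMSO wells and 100% = JAK Inhibitor I control wells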
NPY-Y2 PAM-ag: human NPY-Y2 potentiation or agonism, primary screen; P49146; cells expressing NPY-Y2, potentiator/agonist read-out; activation, % at 3.6 µM; actives 0.45% (n = 220,000); AID 1359; in the data active means activation above about 27%;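 further: cells stimulated with NPY near EC25 plus isoproterenol at EC100; 0% = vehicle plus submaximal agonist and 100% = vehicle plus saturating agonist; some results beyond the cut were filed as inactive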
Target sequence (P49146 whole entry, looked up): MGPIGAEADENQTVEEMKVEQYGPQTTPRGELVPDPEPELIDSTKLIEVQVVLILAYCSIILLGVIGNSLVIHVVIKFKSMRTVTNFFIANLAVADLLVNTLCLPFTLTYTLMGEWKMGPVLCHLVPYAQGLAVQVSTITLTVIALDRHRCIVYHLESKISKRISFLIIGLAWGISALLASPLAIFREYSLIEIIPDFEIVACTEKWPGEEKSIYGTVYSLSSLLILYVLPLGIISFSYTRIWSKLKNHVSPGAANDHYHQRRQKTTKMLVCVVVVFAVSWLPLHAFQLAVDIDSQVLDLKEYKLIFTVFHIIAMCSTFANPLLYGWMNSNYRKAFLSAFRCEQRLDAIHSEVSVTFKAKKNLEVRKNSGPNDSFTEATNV
eIF4E-4G inh: inhibitors of eIF4E and eIF4G interaction in translation initiation. P63073+Q04637. TR-FRET eIF4E-eIF4GI(517-606) binding, 2 h. inhibition, % at 21.7 µM. actives 0.37% (n = 220,000). AID 782;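 active means inhibition above about 30%, limit read from the data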;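 further: 0% = full FRET control wells and 100% = background wells lacking eIF4GI fragment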
Wee1 stabilizer: inhibitors of human Wee1 degradation; actives 1.2% (n = 220,000); reporter increase, % at 5 µM; AID 1321; HeLa Luc-Wee1K328M stability, luciferase luminescence; 100% = proteasome inhibitor MG132 effect;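 active means activation above the mean of all tested compounds plus 3 SD, set per screening run, cut at about 8.8% in these data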;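 further: cells exposed to compound for 20 h before luminescence read; 0% = DMSO alone and 100% = MG132 at 30 µM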
Target sequence (P30291 whole entry K328M): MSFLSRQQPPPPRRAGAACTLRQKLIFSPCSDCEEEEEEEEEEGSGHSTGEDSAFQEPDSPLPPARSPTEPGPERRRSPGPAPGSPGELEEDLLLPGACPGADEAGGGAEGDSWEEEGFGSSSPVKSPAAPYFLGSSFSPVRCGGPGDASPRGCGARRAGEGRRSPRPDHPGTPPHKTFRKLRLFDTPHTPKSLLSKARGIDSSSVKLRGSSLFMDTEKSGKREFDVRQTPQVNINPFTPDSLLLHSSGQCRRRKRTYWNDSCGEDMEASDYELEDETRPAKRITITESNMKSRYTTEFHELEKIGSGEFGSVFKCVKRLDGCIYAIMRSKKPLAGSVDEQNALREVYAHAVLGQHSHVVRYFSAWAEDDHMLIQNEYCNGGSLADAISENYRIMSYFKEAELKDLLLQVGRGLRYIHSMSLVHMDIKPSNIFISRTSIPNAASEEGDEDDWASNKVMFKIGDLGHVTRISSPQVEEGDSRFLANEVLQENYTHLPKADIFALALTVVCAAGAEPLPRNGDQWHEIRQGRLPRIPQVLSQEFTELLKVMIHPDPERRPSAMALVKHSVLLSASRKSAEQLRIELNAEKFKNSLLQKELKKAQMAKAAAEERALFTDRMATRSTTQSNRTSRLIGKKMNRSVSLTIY
S1P4 ag: human S1P4 receptor agonism | S1P4-expressing cell line, agonist reporter assay | activation, % at 4.98 µM | actives 0.35% (n = 220,000) | AID 1509; in the data active means activation above about 11%;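 further: 0% = DMSO vehicle and 100% = reference agonist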
PERK inhibitor: inhibitors of human PERK kinase; Q9NZJ5; CHO PERK-DD fusion, SEAP luminescence translation reporter; inhibition, % at 5.6 µM; actives 0.17% (n = 220,000); AID 1416;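 active means inhibition above the mean inhibition of all tested compounds plus 3 SD, set separately per screening campaign, cut at about 2.9% in these data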;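 further: PERK kinase domain activated by AP20187 dimerizer at 100 nM; 0% = DMSO with dimerizer and 100% = rapamycin at 8.4 µM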
The depositor's hits bear a star; x = not tested or not shown; & = joins results of further samples; [ ] = remark or other dose. A portion of the library. The share of hits here may be higher or lower than overall.

SMILES	Ba/F3 V617F tox	MDM2 E3 inh	S1P4 antagonist	BaF3 parental	NPY-Y2 PAM-ag	eIF4E-4G inh	Wee1 stabilizer	S1P4 ag	PERK inhibitor
CCOC(=O)CC(NC(=O)C(Cc1ccc(N(CCCl)CCCl)cc1)NC(C)=O)C(=O)OCC (stereo not drawn)	-1	-6	5	1	7	0	-1	1.5	0.5
Cc1ccc(N(C)C(=O)Oc2cccc3cccnc23)cc1	6	-7	3	9	-12	-5[fluorescence artefact?]	-1	-0.8	0.6
O=C1NC(=O)N(c2ccccc2)C(=O)/C1=C\c1ccccc1[N+](=O)[O-]	-2	-13	-12	-4	-12	2	4	-0.2	2.0
N#Cc1c(/N=C/C2C(=O)NC(=S)NC2=O)sc2c1CCCC2	-2	-8	-10	6	4	-3	1	-0.1	0.2
CCN1CCN(Cc2cc(C(C)(C)C)c(O)c(C(C)(C)C)c2)CC1	1	-16	-2	3	62*	x	-3	-1.9	-0.1
Cn1c(O)c(C=NC2CCCCCC2)c(=O)[nH]c1=S	1	-4	-6	4	-11	-2	-1	1.1	0.3
COc1ccc(C(C)=O)cc1CC(C(=O)c1ccc(C)c(C)c1)N(C)C (stereo not drawn)	-4	-3	-10	3	1	0	-1	0.8	-0.5
O=C(c1cc(-c2ccccc2)nc2ccccc12)N1CCC2(CC1)OCCO2	-2	-12	-19	3	-3	-2	-1	1.9	-0.3
Cc1cc(OCc2ccc([N+](=O)[O-])cc2)c2c3c(c(=O)oc2c1)CCCC3	-4	-4	-9	0	16	-7[fluorescence artefact?]	-2	-3.2	1.8
CC(Cc1ccsc1)NCc1cn[nH]c1-c1ccc(F)cc1F (stereo not drawn)	-2	-5	-4	1	-2	-3	0	0.9	-0.6
O=c1[nH]c(=O)n(-c2cccc3ccccc23)c(O)c1/C=N/N1CCCCC1c1cccnc1 (stereo not drawn)	0	-11	2	6	-2	2	-2	1.8	0.4
CNC(=O)O/N=C(\C)Cc1nnn(-c2cc(C)on2)n1	-2	-15	-6	0	18	1	2	1.2	2.1
CCN(CC)P(=O)(Oc1cccc(C)c1)N(CC)CC	-5	-26	-7	1	-4	-14[fluorescence artefact?]	-3	-0.6	0.4
Cc1cccc(C)c1OC(=O)Cc1ccccc1	1	-8	-1	0	4	1	7	-0.3	0.9
CC(C)CCn1c(=O)c(C(=O)NCc2ccco2)c(O)c2ccccc21	1	-5	-9	-1	0	-1	-5	0.0	-0.9
CCCC1C(C#N)=C(N)Oc2c1c(=O)oc1ccccc21 (stereo not drawn)	-4	6	-2	1	12	-3[fluorescence artefact?]	-2	-0.1	1.2
COc1cc(/C=C/C(=O)c2c(O)n(CCc3ccccc3)c(=O)[nH]c2=O)ccc1O	-1	10	-9	1	-1	-1	2	4.9	-0.4
c1ccc(CCN2CCC(N3CCN(c4ccccc4)CC3)CC2)cc1	0	-12	-11	9	-16	8[fluorescence artefact?]	-2	0.6	-0.2
O=C(NC(Cc1cnc[nH]1)C(=O)O)c1ccccc1 (stereo not drawn)	-2	-2	10	-2	-5	3	1	0.8	1.2
Cc1cc(Oc2ccc(C(F)(F)F)cc2[N+](=O)[O-])c2c3c(c(=O)oc2c1)CCCC3	0	-11	-26	5	0	6	-4	2.7	1.3
CN(C)c1ccc(C(=O)c2ccc(N(C)C)cc2)cc1	21	4	8	19	-6	1	4	-0.4	-0.8
O=C(C(=O)N1CCOCC1)c1cn(Cc2ccccc2Cl)c2ccccc12	-3	-28	-3	-2	4	6	1	3.0	0.0
CCOP(=O)(OCC)C(O)c1ccc(N(C)C)cc1 (stereo not drawn)	-2	-7	-3	0	-22	2	0	0.4	-0.1
CC(C(=O)c1ccc2ccccc2c1)N1CCCCC1 (stereo not drawn)	8	-4	1	9	-17	-1	0	-2.6	0.3
CCOP(=O)(OCC)C(NC(=O)c1ccc(C)cc1)=C(Cl)Cl	2	-2	-12	6	13	0	1	-0.3	0.3
Cc1c(N=Cc2c(O)n(CCc3ccc(F)cc3)c(=O)[nH]c2=O)c(=O)n(-c2ccccc2)n1C	0	-16	-2	3	3	-1	-1	0.3	0.6
COc1ccc(-n2c(O)c(C=NCCN(C)C)c(=O)[nH]c2=O)cc1	0	0	0	-5	12	0	-3	-1.6	1.9
C[N+]1(C)[C@@H]2CC[C@H]1CC(OC(=O)C(CO)c1ccccc1)C2 (stereo partly drawn)	-2	x	-15	3	14	-1&-2	5	2.6	0.9
CN1CCN(c2nc(N)cc(=O)[nH]2)CC1	-1	-5	-14	0	0	-2	-2	0.0	1.6
Cc1c(NP(=S)(C(C)(C)C)C(C)(C)C)c(=O)n(-c2ccccc2)n1C	-1	-5	-11	8	1	2	2	1.6	-0.3

Three structures from above, arranged by SMILES length, low to high:
SMILES	Ba/F3 V617F tox	MDM2 E3 inh	S1P4 antagonist	BaF3 parental	NPY-Y2 PAM-ag	eIF4E-4G inh	Wee1 stabilizer	S1P4 ag	PERK inhibitor
COc1ccc(-n2c(O)c(C=NCCN(C)C)c(=O)[nH]c2=O)cc1	0	0	0	-5	12	0	-3	-1.6	1.9
Cc1c(NP(=S)(C(C)(C)C)C(C)(C)C)c(=O)n(-c2ccccc2)n1C	-1	-5	-11	8	1	2	2	1.6	-0.3
Cc1c(N=Cc2c(O)n(CCc3ccc(F)cc3)c(=O)[nH]c2=O)c(=O)n(-c2ccccc2)n1C	0	-16	-2	3	3	-1	-1	0.3	0.6

More structures follow.
SMILES	Ba/F3 V617F tox	MDM2 E3 inh	S1P4 antagonist	BaF3 parental	NPY-Y2 PAM-ag	eIF4E-4G inh	Wee1 stabilizer	S1P4 ag	PERK inhibitor
O=C(Nc1cccc(OC(=O)N2CCCCC2)c1)N1CCOCC1	-1	-1	-16	2	5	-3	-2	1.0	0.5
O=C(NCc1cccnc1)C(Cl)(Cl)Cl	-1	4	0	0	13	-2	-4	0.4	0.0
O=C(NCCN1CCOCC1)c1ccc(Cl)nc1	-3	x	2	-3	0	-5	3	1.4	2.0
CCC(=NC(C)c1ccccc1)c1c(O)[nH]c(=O)[nH]c1=O (stereo not drawn)	-6	-1	-5	7	-6	-5	0	-1.6	1.3
O=C1NC(=O)N(Cc2ccco2)C(=O)/C1=C/C=C/c1ccco1	-1	x	6	-5	6	7	-1	0.4	1.6
CON(C)C(=O)Nc1ccc(Cl)cc1	-3	-9	-20	1	0	-6	0	-1.2	1.5
O=P1(Nc2cccnc2)COc2ccccc2OC1	0	-6	-12	10	-9	0	0	3.0	-0.2
O=C1CC(=O)N(c2ccc(Cl)cc2Cl)C(=O)N1	7	-3	-14	8	-13	1	3	-0.7	0.2
COc1ccc2c(c1OC)C(=O)OC2c1c(O)n(C2CCCCC2)c(=O)[nH]c1=O (stereo not drawn)	-3	-23	6	5	5	1	-1	-1.1	1.6
Cc1cc(/C=C2\C(=O)NC(=O)N(c3ccc(F)cc3)C2=O)c(C)n1-c1ccc(C(=O)O)cc1	-4	3	6	-1	14	2	0	3.0	2.5
CCCCCCCC(=O)NC(Oc1ccccc1[N+](=O)[O-])C(Cl)(Cl)Cl (stereo not drawn)	6	-8	-17	4	-4	-2	0	0.1	-0.7
O=C1N(c2ccccc2)C(c2cccnc2)N2CCCN12 (stereo not drawn)	-3	6	-5	3	-13	1	1	1.8	2.4
Cc1nn(Cc2ccccc2)c(C)c1C(=O)OCC(=O)Nc1cccc(S(N)(=O)=O)c1	2	4	11	7	-4	4	1	-0.1	-0.1
CCc1nnc(NS(=O)(=O)c2ccc(N=Cc3c(O)n(-c4ccccc4)c(=O)[nH]c3=O)cc2)s1	4	-5	-6	8	-11	-2	-2	-0.6	-0.8
COc1ccc(/C=C2/C(=O)NC(=O)N(c3ccccc3)C2=O)cc1CN1C(=O)c2ccccc2C1=O	-5	x	-16	-2	-7	1	-2	1.1	0.8
COc1cc(-n2c(=S)[nH]c3ccccc3c2=O)c(Cl)cc1Cl	1	-5	-14	2	5	-6	-1	6.2	-0.5
O=c1c2ccccc2nc(/C=C/c2ccco2)n1-c1ccccc1O	1	-18	-9	-6	-15	-3	-2	-0.8	0.1
Cc1ccc(N2C(=O)CC(=O)NC2=O)cc1	0	-3	-15	0	-3	0	0	-1.3	1.6
O=C(O)C1C2CCC(O2)C1C(=O)Nc1ccc(Cl)cc1 (stereo not drawn)	2	-6	-14	8	5	0	-1	0.2	0.2
O=C(CSC1c2ccccc2-c2ccccc21)N/N=C/c1ccccc1C(=O)O	3	-21	0	7	-7	2	3	-0.7	-0.5
O=[As](O)(O)c1ccc(N=Nc2ccc(O)cc2)cc1	-1	-12	2	0	16	1	6	-1.5	1.7
O=C1/C(=C\c2ccc([N+](=O)[O-])cc2)N2CCC1CC2	-5	2	0	1	11	14	-1	0.3	0.7
O=P(Oc1ccccc1)(Oc1ccccc1)c1ccccc1	-2	-15	-7	0	-2	3	1	-0.5	0.8
CCOc1cc(C=C2C(=O)NC(=O)NC2=O)ccc1OS(=O)(=O)c1ccccc1	-1	-13	-3	7	-8	7[fluorescence artefact?]	-1	-2.5	0.2
O=C(C[N+]12CCN(CC1)CC2)NCCc1ccc(Cl)cc1Cl	-4	-6	3	3	3	-3	2	0.6	0.6
Cn1cc(C(=O)NCc2ccccc2)c2ccccc21	-1	6	-37	3	-4	-1	-3	1.8	-0.1
O=C1NC(=O)N(CCc2ccc(F)cc2)C(=O)/C1=C/c1cccs1	2	-1	-13	6	9	-4	1	0.3	0.8
CC(=O)c1cccc(NC2=NCC(C)S2)c1 (stereo not drawn)	0	-16	-15	10	4	3[fluorescence artefact?]	-2	-2.4	1.2
CC(=NCCc1ccccc1)c1c(O)n(C)c(=O)n(C)c1=O	-1	-6	0	-1	-15	3	-3	1.4	-0.2
COCCN1C(=O)NC(=O)/C(=C\c2ccc(F)cc2)C1=O	3	-12	-17	9	9	-2	-1	0.9	0.5
OCC[N+]12CCC(CC1)C(C(O)(c1ccccc1)c1ccccc1)C2 (stereo not drawn)	-1	1	-2	-1	-1	0	-3	0.5	1.9
O=C(CCCCCn1c(=S)[nH]c2ccccc2c1=O)N1CCC2(CC1)OCCO2	3	x	2	5	-16	8	2	1.0	-0.9
CC(=O)Nc1ccc(OC(=O)N2CCCCC2)cc1	-4	18	4	1	13	3[fluorescence artefact?]	-2	-0.3	2.3
CN1CC(C(=O)c2ccc(Cl)cc2)C(c2ccc(N(C)C)cc2)C1 (stereo not drawn)	1	-17	-3	1	6	2	1	-0.2	0.8
COc1cccc(C(=O)C2CCCN(Cc3cccc(C)n3)C2)c1 (stereo not drawn)	-4	-4	-6	2	3	1	-1	4.4	0.1
NC(N)=N/N=C/c1ccc(N2CCOCC2)cc1	58*	-6	-16	72*	-3	4	-2	0.7	-0.1
O=C(Nc1ccc(OC(=O)N2CCCCC2)cc1)N1CCOCC1	-1	-20	-11	-2	-8	3	-1	-3.3	-0.8
COCCNC(=O)c1c(NC(=O)c2ccco2)n(Cc2ccccc2)c2nc3ccccc3nc12	0	0	-20	-1	-10	7	-1	0.2	-0.6
CCCCCCn1c(O)c(C=NC2CCN(Cc3ccccc3)CC2)c(=O)[nH]c1=O	-5	-13	-14	5	-11	-9	0	0.6	-1.8
CN1CCN(C(=O)COc2ccc(S(=O)(=O)N(C)Cc3ccccc3)cc2)CC1	8	-4	-2	6	-5	-8[fluorescence artefact?]	4	0.4	-0.9
Cc1cccc(C)c1OP(N)(=O)OCC(F)(F)F (stereo not drawn)	-1	-6	-6	3	6	-4	2	0.3	1.1
Cn1c(O)c(C=NCCN2CCNCC2)c(=O)[nH]c1=O	-2	-2	-11	0	-2	-1	3	-1.0	2.3
